# AHR activator – AHR activators, primary screen, cell-based, luminescence, luciferase reporter, human; actives 2.5% (n = 320,000); activation, % at 5 µM; AHR-responsive luciferase reporter cells; in the data active means activation above about 47%;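 further: 0% = vehicle wells and 100% = reference agonist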
# MEX-5 binding – MEX-5 zinc finger RNA-binding disruptors – biochemical, C. elegans, fluorescence polarization, MLPCN library, primary screen; activity score (negative = inhibition of binding), % at 10 µM; Zinc finger protein mex-5 (Caenorhabditis elegans), Q9XUB2; actives 0.38% (n = 300,000); MEX-5/FITC-TCR2 RNA binding; hits give low values;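 active means inhibition past about -25% in most replicates, and total fluorescence under double the plate's negative control median, limit read from the data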;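 further: 0% = DMSO and -100% = 5 µM competing unlabeled TCR2 RNA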
# Target sequence (Q9XUB2 whole entry, looked up): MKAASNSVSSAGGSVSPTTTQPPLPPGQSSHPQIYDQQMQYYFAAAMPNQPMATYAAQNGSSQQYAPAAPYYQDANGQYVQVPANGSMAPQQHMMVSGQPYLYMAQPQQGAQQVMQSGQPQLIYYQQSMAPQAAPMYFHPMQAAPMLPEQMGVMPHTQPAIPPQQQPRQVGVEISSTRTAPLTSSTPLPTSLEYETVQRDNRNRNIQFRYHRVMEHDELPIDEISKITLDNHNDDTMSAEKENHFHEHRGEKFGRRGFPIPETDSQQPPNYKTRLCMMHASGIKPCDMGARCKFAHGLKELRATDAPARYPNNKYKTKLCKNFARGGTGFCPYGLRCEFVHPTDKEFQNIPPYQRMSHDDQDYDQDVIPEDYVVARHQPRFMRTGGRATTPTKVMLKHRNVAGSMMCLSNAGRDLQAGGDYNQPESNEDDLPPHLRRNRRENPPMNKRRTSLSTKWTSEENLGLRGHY
# PME-1 primary – PME-1 inhibitors via competitive probe labeling, primary screen, biochemical, fluorescence polarization, FP-Rh probe, HTS; AID 2130, 2009; inhibition, % at 5.9 µM; recombinant PME-1; actives 0.53% (n = 320,000); Protein phosphatase methylesterase 1 (Homo sapiens), Q9Y570;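 active means inhibition above the campaign mean of all compounds plus 3 SD, cut at about 26% in these data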;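 further: competitive labeling of PME-1 active site by serine hydrolase directed probe; 0% = PME-1 with DMSO and 100% = wells lacking PME-1 enzyme; inhibitors block probe labeling so polarization falls and inhibition rises; many of its hits are not listed in these tables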
# PAFAH1B2 inh – PAFAH1B2 enzyme inhibitors, primary screen, biochemical, fluorescence polarization, human. inhibition, % at 3.39 µM. actives 1.2% (n = 340,000). recombinant PAFAH1B2, FP-rhodamine activity probe;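 active means inhibition above the mean of all tested compounds plus 3 SD, cut at about 24% in these data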;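 further: 0% = enzyme with DMSO and 100% = wells lacking PAFAH1B2; many of its hits are not listed in these tables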
# Target sequence (P68402 whole entry, looked up): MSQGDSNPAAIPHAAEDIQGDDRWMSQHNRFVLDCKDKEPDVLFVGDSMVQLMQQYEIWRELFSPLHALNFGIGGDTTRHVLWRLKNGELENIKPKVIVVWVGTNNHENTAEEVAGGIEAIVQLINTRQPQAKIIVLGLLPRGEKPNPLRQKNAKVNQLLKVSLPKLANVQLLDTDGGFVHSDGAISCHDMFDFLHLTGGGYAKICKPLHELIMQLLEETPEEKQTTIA
# GLD-1 TGE inh – GLD-1/TGE RNA complex disruptors, primary screen, biochemical, fluorescence polarization; purified GLD-1 + fluorescein TGE RNA; Female germline-specific tumor suppressor gld-1 (Caenorhabditis elegans), Q17339; actives 0.44% (n = 320,000); inhibition, % at 5.96 µM; AID 2280, 2010;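 active means percent inhibition above a per-plate cutoff, the plate mean of test compounds plus 3 SD, cut at about 30% in these data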;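 further: 0% = DMSO wells with GLD-1 and probe and 100% = wells lacking GLD-1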
# Bcl-xL primary – inhibitors of human Bcl-xL, primary screen, biochemical, fluorescence polarization, HTS; Bcl-2-like protein 1 (Homo sapiens), Q07817; GST-Bcl-xL / FITC-Bim BH3 peptide fluorescence polarization; actives 0.7% (n = 320,000); AID 2129, 2009; inhibition, % at 10.9 µM;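 active means inhibition above the mean of all tested compounds plus 3 SD, cutoff set per campaign, cut at about 30% in these data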;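 further: 0% = DMSO wells and 100% = unlabeled Bim-BH3 peptide competitor; inhibitors lower millipolarization by displacing the labeled peptide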
# Fam108B counter – mouse Fam108B serine hydrolase inhibitors, primary screen, counter-screen for RBBP9 inhibitor project, biochemical, fluorescence polarization. actives 0.33% (n = 300,000). inhibition, % at 9.51 µM. recombinant Fam108B, FP-Rh probe fluorescence polarization;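 active means inhibition above the screen mean inhibition plus 3 SD, computed separately per campaign, cut at about 18% in these data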;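 further: inhibitors lower polarization as less probe binds the enzyme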
# pPAFAH inh – pPAFAH enzyme inhibitors, primary screen, biochemical, fluorescence polarization, human | Platelet-activating factor acetylhydrolase (Homo sapiens), Q13093 | recombinant pPAFAH, FP-rhodamine probe fluorescence polarization | inhibition, % at 3.39 µM | actives 1.5% (n = 330,000);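 active means inhibition above the mean inhibition across the screen plus 3 SD, cut at about 25% in these data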;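 further: inhibitors block binding of the rhodamine activity-based probe so polarization drops; 0% = enzyme with DMSO and 100% = wells lacking pPAFAH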
# MCL1-BIM inh – inhibitors of MCL1 binding to BIM-BH3, primary screen, biochemical, fluorescence polarization. Induced myeloid leukemia cell differentiation protein Mcl-1 (Homo sapiens), Q07820. GST-MCL1 / FITC-Bim-BH3 fluorescence polarization. inhibition, % at 10.9 µM. actives 0.68% (n = 320,000);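 active means inhibition above the mean inhibition of all tested compounds plus 3 SD, set per campaign, cut at about 40% in these data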;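 further: 0% = DMSO wells and 100% = unlabeled Bim-BH3 peptide control; higher means more loss of mP so more displacement of Bim peptide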
# Target sequence (Q07820 whole entry, looked up): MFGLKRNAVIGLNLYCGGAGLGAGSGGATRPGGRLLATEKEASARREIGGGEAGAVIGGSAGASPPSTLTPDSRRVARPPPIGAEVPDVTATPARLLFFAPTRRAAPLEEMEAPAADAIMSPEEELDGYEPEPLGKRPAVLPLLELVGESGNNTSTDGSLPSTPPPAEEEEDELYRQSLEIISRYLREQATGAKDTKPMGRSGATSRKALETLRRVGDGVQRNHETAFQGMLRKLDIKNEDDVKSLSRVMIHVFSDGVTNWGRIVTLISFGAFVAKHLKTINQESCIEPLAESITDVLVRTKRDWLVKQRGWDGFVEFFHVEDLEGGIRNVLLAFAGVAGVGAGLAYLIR
# * hit, by the source's call; nt = not tested or not shown. These rows are one share of the data; count on the stated rates, not on these rows.
# The line under a structure holds: AHR activator	MEX-5 binding	PME-1 primary	PAFAH1B2 inh	GLD-1 TGE inh	Bcl-xL primary	Fam108B counter	pPAFAH inh	MCL1-BIM inh
1) Cc1cc(S(=O)(=O)N2CCOCC2)ccc1OCC(=O)N1CCC(C)CC1
 : -0.7	0.0	-3.4	5.1	-2.6	2.5	5.6	2.4	4.0
2) CCCc1cc(=O)[nH]c(SCC(=O)Nc2nonc2C)n1
 : 1.4	0.9	-3.3	7.7	-0.1	2.0	-2.6	3.4	1.9
3) CCn1ncc(Br)c1C(=O)Nc1ccc2c(c1)OCCO2
 : 14.8	-3.6	1.0	-1.5	-7.1	6.8	4.2	4.5	-1.8
4) O=C(CSc1nnc(-c2cccnc2)n1Cc1ccco1)NCc1ccc2c(c1)OCO2
 : 1.7	-0.5	0.2	3.1	4.2	2.0	5.5	2.3	0.4
5) O=C(O)c1cc(N/N=C2/CC(c3ccccc3)Oc3ccccc32)ccc1Cl (stereo not given)
 : 12.4	-4.9	7.8	1.6	5.1	18.4	1.0	33.9*	4.0
6) CCN1CCN(C(=O)c2oc(=O)c3ccccc3c2-c2ccc(C)cc2)CC1
 : 0.3	-1.7	-3.2	1.5	1.3	2.4	1.8	2.0	7.5
7) COc1ccc([N+](=O)[O-])cc1NC(=O)CCc1ccccc1
 : 13.1	1.6	0.9	4.4	-0.7	7.6	-0.7	3.3	7.0
8) CC1(C)Cc2cccc(OCC(=O)N3CCN(S(=O)(=O)c4ccc(F)cc4)CC3)c2O1
 : 5.5	1.1	5.1	0.2	4.2	0.2	-1.1	-1.2	0.5
9) O=C(Cn1nnc2ccccc21)OCC(=O)c1ccc(Cl)c(Cl)c1
 : 2.9	1.9	1.9	4.7	-0.1	10.0	3.7	3.2	2.2
10) CC(C)NC(=O)c1ccccc1NC(=O)Cc1ccc([N+](=O)[O-])cc1
 : -0.7	-1.5	-2.3	4.3	-5.2	4.4	8.9	-2.6	2.4
11) Cc1ccc2nc(/C(C#N)=C\c3ccc(Oc4ccc(C(F)(F)F)cc4[N+](=O)[O-])cc3)[nH]c2c1
 : 20.8	-2.5	-4.7	-9.6	-2.4	-5.9	-14.3	7.9	-11.7
12) COc1ccc(/C=N/Nc2nonc2N)c(OC)c1
 : 32.1	0.6	-4.2	8.4	6.7	1.9	-2.1	3.1	-5.7
13) COc1ccc(NC2CCCN(C(=O)CCN3CCOCC3)C2)cc1 (stereo not given)
 : 1.7	-1.3	-6.3	0.9	6.3	11.4	-2.4	-3.8	4.5
14) COc1ccccc1OCC(=O)NCC1CCCN(Cc2cnn(C(C)C)c2)C1 (stereo not given)
 : -3.3	0.0	-2.9	3.7	6.0	1.8	-0.8	-0.2	-6.9
15) CC1(C)CC(=O)c2c(nc(SCC(=O)Nc3nsc(-c4ccccc4)n3)c(C#N)c2-c2ccccc2)C1
 : 1.8	3.2	6.1	-1.7	-17.6	-3.4	-8.7	1.5	-10.8
16) CCc1cccc(NC(=S)N(CCN(C)C)C(C)c2ccncc2)c1 (stereo not given)
 : 2.4	0.5	3.6	4.5	-1.9	1.1	2.0	3.1	-0.5
17) COc1ccccc1N1CCN(C2CC(=O)N(C)C2=O)CC1 (stereo not given)
 : 1.4	-0.5	0.2	2.6	1.2	-0.4	-1.6	2.7	-0.2
18) CC1CCc2cc(F)ccc2N1C(=O)CSc1nnc(-c2cccs2)n1C (stereo not given)
 : 4.5	-1.0	-1.0	11.6	1.1	-1.2	-1.8	2.0	-6.5
19) CC(=O)Nc1ccc(OC(=O)c2cc3ccccc3oc2=O)cc1
 : -1.1	-2.1	2.6	5.5	0.5	6.0	-2.0	1.6	4.0
20) C/C(=N\N=C(/N)SC1CC(=O)N(c2cccc(Cl)c2)C1=O)c1cccs1 (stereo not given)
 : 16.8	-5.5	-14.9	2.4	4.3	3.4	-1.5	22.9	-0.4
21) Clc1cccc(OCCn2ccnc2)c1
 : 12.4	0.9	-0.3	8.2	3.2	4.9	-3.3	0.8	16.0
22) CCc1nc(N2CCCC2C(=O)O)c2oc3ccccc3c2n1 (stereo not given)
 : 1.4	-1.3	-2.9	6.7	-2.4	2.6	1.0	1.6	-2.6
23) COc1cccc(NC(=O)c2cc(S(=O)(=O)N3CCc4ccccc43)cn2C)c1
 : 13.7	0.8	-5.8	-2.1	5.8	5.3	-4.9	-0.8	0.7
24) COc1ccc(C2C(C(=O)c3ccco3)=C(O)C(=O)N2CCN2CCOCC2)cc1 (stereo not given)
 : 0.5	-0.9	2.1	1.2	1.1	4.4	-0.8	5.1	0.3
25) CCOC(=O)CC(NC(=O)Cn1nnc(-c2ccccc2Cl)n1)c1ccc(OC)cc1 (stereo not given)
 : -1.2	-0.3	2.4	-1.1	3.2	2.8	-0.2	3.0	4.9
26) O=C1OC2(CCCC2)OC(=O)C1=Cc1c[nH]c2ccccc12
 : 4.9	-20.3	-6.4	1.6	-1.7	2.7	-0.3	2.4	-2.3
27) COCCn1c(Cc2ccccc2)nnc1SCC(=O)Nc1ccccc1
 : 4.1	-3.6	-9.8	2.3	-2.2	-5.2	3.4	-6.2	-3.8
28) Cc1ccc(-n2nnnc2Sc2nc([N+](=O)[O-])nn2C)cc1C
 : 0.2	-2.3	-1.0	5.0	-1.4	7.1	2.1	4.9	8.6
29) N=c1c2c(-c3ccccc3)c(-c3ccccc3)n(Cc3ccccc3)c2ncn1CCCn1ccnc1
 : 0.6	5.1	3.2	-0.7	-0.5	7.0	1.6	10.2	5.2
30) Cc1nc(NC(=O)/C=C/c2ccc(Cl)cc2Cl)sc1C(=O)N(C)C
 : -3.7	0.8	-4.9	4.8	-3.9	6.4	-3.4	2.2	0.7
31) Cc1ccccc1SCC(=O)OCC(=O)Nc1ccc(N(C)C)cc1
 : 2.8	-0.4	1.8	13.4	2.1	5.2	11.7	19.4	4.1
32) NS(=O)(=O)c1ccc(NC(=O)CN2CCCCC2)cc1
 : -0.3	1.9	-0.7	0.1	-1.8	0.7	0.1	-4.8	1.4
33) O=C(Nc1nc2ccc(F)cc2s1)c1cccc(S(=O)(=O)N2CCc3ccccc32)c1
 : 25.1	0.5	-24.4	-29.9	2.2	4.0	-24.1	0.3	6.1
34) C[C@H](CO)N1C[C@H](C)[C@@H](CN(C)S(=O)(=O)c2cccs2)Oc2c(NC(=O)Cc3ccccc3)cccc2C1=O
 : -1.0	nt	nt	8.2	3.0	nt	nt	0.7	nt
35) N#Cc1cc(C#N)c(SCC(=O)N2CC(=O)Nc3ccccc32)nc1N
 : 21.1	nt	16.5	2.5	6.8	22.1	nt	23.3	19.3
36) O=C(CCCn1c(=O)c2sccc2n(CC(=O)NCC2CCCO2)c1=O)NCc1ccco1 (stereo not given)
 : -0.6	-1.7	-1.8	3.0	6.9	3.0	0.9	0.9	6.9
37) CC(=O)Nc1ccc(SCC(=O)NC(=O)c2ccccc2Br)cc1
 : -1.5	nt	0.5	0.1	4.4	2.6	nt	1.5	7.2
38) COc1ccc(C(C#N)CCC2OCCO2)cc1OC (stereo not given)
 : 0.2	nt	-0.8	-4.8	-2.2	4.8	nt	-6.1	2.1
39) NC(=S)N=Nc1c(O)n(Cc2ccccc2)c2ccccc12
 : -0.6	-9.4	-2.8	2.4	5.4	6.6	-3.1	4.5	7.5
40) COc1ccc(Cl)cc1NC(=S)N(CCCN1CCOCC1)Cc1cn(C)c2ccccc12
 : 8.4	0.4	10.8	0.3	5.2	7.4	5.8	1.0	4.2
41) CCOc1ccc(OCC(=O)Nc2ccc(N3CCCCC3)cc2)cc1
 : 0.3	-1.1	-1.4	11.5	2.7	4.6	1.7	6.2	5.0
42) NNC(=O)c1cc2ccccc2cc1O
 : 9.1	1.9	11.3	4.8	-35.3	-10.9	11.8	43.3*	-25.9
43) O=C(OCC(=O)N1CCN(C(=O)c2ccco2)CC1)c1ccccc1Cc1ccccc1
 : -4.8	-0.1	3.7	-0.5	-0.7	3.4	2.5	3.0	1.5
44) COc1ccc([N+](=O)[O-])cc1NC(=O)CCS(=O)(=O)c1ccc(Br)cc1
 : 0.3	1.9	0.1	-11.7	-4.1	4.5	-7.3	9.2	-5.6
45) O=C(OCCOc1ccc(Br)cc1)c1ccc(Cl)c(S(=O)(=O)N2CCOCC2)c1
 : 1.9	1.5	-1.4	9.5	-0.4	2.1	-3.7	5.0	-2.6
46) CCCCc1cc(=O)oc2cc(C)cc(OCC(=O)NCCN3CCOCC3)c12
 : 3.2	0.4	8.3	-2.6	-1.8	0.3	3.0	-1.5	1.3
47) Cc1ccc(-c2nnn(CC(=O)N(c3ccccc3F)C(C(=O)NC3CCCC3)c3ccncc3)n2)o1 (stereo not given)
 : -1.9	-2.0	8.2	0.2	0.2	2.9	-1.3	1.4	-3.3
48) Cc1ccccc1NC(=O)Nc1ccccn1
 : 26.3	3.3	-2.0	1.0	4.1	5.6	6.0	-1.2	-2.6
49) COc1ccc(N2CCN(C(=O)CSc3ncnc4c3cnn4-c3ccccc3C)CC2)cc1
 : 1.1	-2.7	-4.2	7.4	5.0	-4.4	-1.4	-3.1	-0.1
50) N#Cc1nc(COc2ccccc2Cl)oc1N1CCCC1
 : 6.8	0.0	-2.1	1.6	8.5	-0.3	-4.3	7.9	-0.5
51) O=C1COc2ccc(C(=O)CCl)cc2N1
 : 4.9	-1.0	-2.3	nt	-0.4	2.2	1.0	3.2	0.7
52) CC(C)(C(N)=O)N1CCN(c2ncc(C(F)(F)F)cc2Cl)CC1
 : -1.2	0.5	2.1	3.5	2.4	1.2	3.0	4.6	-4.3
53) CC(=O)N1CCN(C(=O)c2oc3ccccc3c2C)CC1
 : 12.2	3.3	6.9	3.8	6.4	5.1	0.9	0.2	2.4
54) Cc1cc2c(cc1S(=O)(=O)Nc1cccc(F)c1C)NC(=O)CO2
 : 0.6	-0.1	-1.5	9.5	-0.6	4.9	-1.1	1.3	2.2
55) CC1(C)CC(=O)c2sc(NS(=O)(=O)c3ccc(Br)cc3)nc2C1
 : 0.5	-0.7	-0.9	26.9*	-2.3	7.4	-0.8	-22.6	7.0
56) O=C(CN1C(=O)NC2(CCCC2)C1=O)Nc1cc(Cl)ccc1N1CCOCC1
 : 1.3	0.5	2.6	1.3	5.6	-3.9	1.1	-1.8	-2.2
57) CC(=O)c1ccc(OC(=O)c2cccs2)cc1
 : 0.5	-1.5	3.3	2.0	-3.8	1.7	0.1	4.9	1.9
58) O=C(Nc1ccc(Cl)cc1Cl)NC1CCCC1
 : 52.9*	2.4	-0.4	-6.4	-2.7	-2.7	0.0	-3.6	-4.6
59) Cc1cc(C)c2c(n1)nn1c(N3CCN(c4ccccc4)CC3)cc(C)nc21
 : -1.8	-4.3	-2.4	-2.8	2.7	-3.8	-0.6	0.8	-8.2

# Bioassay records from PubChem.
